Assay outcomes deposited in PubChem by several laboratories.
PERK inhibitor: human PERK inhibition, primary cell-based screen. inhibition, % at 5.6 µM. Q9NZJ5. hit rate 0.17% among 220,000. CHO PERK-DD fusion, SEAP luminescence translation reporter;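 active = inhibition above the mean inhibition of all tested compounds plus 3 SD, set separately per screening campaign, cut at about 2.9% in these data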;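 also: PERK kinase domain activated by AP20187 dimerizer at 100 nM; 0% = DMSO with dimerizer and 100% = rapamycin at 8.4 µM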
hK5 inh: inhibitors of human kallikrein 5. Q9Y337. recombinant hK5, fluorogenic AMC substrate cleavage. inhibition, % at 5 µM. hit rate 0.59% among 210,000. AID 873;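 active = inhibition of 40% or more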;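 also: 0% = enzyme controls without compound and 100% = no-enzyme blanks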
Target sequence (Q9Y337 67-293 limits assumed): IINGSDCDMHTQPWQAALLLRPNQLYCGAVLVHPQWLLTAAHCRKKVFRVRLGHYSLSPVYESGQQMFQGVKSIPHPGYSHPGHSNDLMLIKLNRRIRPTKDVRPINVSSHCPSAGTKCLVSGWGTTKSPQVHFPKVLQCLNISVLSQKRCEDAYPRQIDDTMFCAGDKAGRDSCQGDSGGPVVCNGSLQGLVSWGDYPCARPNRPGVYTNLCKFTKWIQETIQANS
thrombin 1536: thrombin (human) inhibition. P00734. alpha-thrombin, Boc-VPR-AMC fluorogenic substrate cleavage. AID 1046. hit rate 0.26% among 220,000. inhibition, % at 5 µM;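 active = inhibition at or above 40%; inactive = inhibition below 40%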;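 also: 0% = enzyme with no compound and 100% = wells without enzyme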
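signal = AMC fluorescence, 355/460 nm | material = human alpha-thrombin enzyme | control set = enzyme without compound as high, wells lacking enzyme as low | times = reaction at room temperature | read-out basis = percent inhibition scaled between no-compound controls and no-enzyme blanks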
Furin inhibitor: blocks human furin protease activity. P09958. purified furin, fluorogenic substrate cleavage. inhibition, % at 30 µM. hit rate 0.061% among 220,000; in the data active = inhibition above about 25%; also: inactives centre near -15
Wee1 stabilizer: inhibitors of human Wee1 degradation | HeLa Luc-Wee1K328M stability, luciferase luminescence; 100% = proteasome inhibitor MG132 effect | AID 1321 | P30291 | reporter increase, % at 5 µM | hit rate 1.2% among 220,000;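 active = activation above the mean of all tested compounds plus 3 SD, set per screening run, cut at about 8.8% in these data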;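 also: cells exposed to compound for 20 h before luminescence read; 0% = DMSO alone and 100% = MG132 at 30 µM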
p97 inhibitor: blocks human p97 ATPase activity. recombinant p97 ATPase, Kinase-Glo ATP luminescence, 3 h. inhibition, % at 8 µM. hit rate 0.42% among 220,000. AID 1481. P55072; in the data active = inhibition above about 15%;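 also: 0% = DMSO vehicle and 100% = wells lacking enzyme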
Target sequence (P55072 whole entry, looked up): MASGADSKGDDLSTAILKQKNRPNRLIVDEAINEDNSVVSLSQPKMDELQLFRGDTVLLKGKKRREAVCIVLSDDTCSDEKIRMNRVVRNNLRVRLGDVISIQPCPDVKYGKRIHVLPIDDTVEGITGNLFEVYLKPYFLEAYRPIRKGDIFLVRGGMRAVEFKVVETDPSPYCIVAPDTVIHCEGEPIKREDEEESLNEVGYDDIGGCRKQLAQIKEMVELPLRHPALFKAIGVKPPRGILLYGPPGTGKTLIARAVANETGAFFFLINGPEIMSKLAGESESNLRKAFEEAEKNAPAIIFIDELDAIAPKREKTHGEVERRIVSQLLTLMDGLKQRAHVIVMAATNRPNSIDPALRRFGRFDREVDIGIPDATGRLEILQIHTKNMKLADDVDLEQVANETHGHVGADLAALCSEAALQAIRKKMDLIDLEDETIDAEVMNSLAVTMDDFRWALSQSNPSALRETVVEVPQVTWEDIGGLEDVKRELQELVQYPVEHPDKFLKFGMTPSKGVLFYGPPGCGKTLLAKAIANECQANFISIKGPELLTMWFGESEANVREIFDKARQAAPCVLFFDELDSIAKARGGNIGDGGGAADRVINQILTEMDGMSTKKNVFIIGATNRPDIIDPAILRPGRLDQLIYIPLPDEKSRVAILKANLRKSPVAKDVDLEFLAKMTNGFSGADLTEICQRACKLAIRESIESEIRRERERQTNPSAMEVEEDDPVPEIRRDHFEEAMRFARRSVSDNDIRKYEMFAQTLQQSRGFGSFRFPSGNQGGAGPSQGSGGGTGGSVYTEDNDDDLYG
KCC2 mod: modulators of human KCC2 chloride dependent transport; hit rate 2.2% among 190,000; KCC2 cells, thallium flux FluoZin-2 fluorescence; B-score of Tl+ flux slope (higher = more flux/activation; lower = inhibition) at 10 µM;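 active = thallium flux slope and its plate-corrected score both differing from the plate sample mean at a set confidence after two filtering rounds, in either direction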;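 also: slope of fluorescence scaled to starting intensity during 10 to 20 s after thallium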
FXIIa inh 1536: factor XIIa (human) inhibition; P00748; purified FXIIa, Boc-QGR-AMC fluorogenic substrate, 2 h; inhibition, % at 5 µM; hit rate 0.3% among 220,000; AID 800; in the data active = inhibition above about 40%;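 also: 0% = enzyme with no compound and 100% = blank without enzyme; many of its hits are not listed in these tables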
FXIa inh 1536: inhibitors of human coagulation factor XIa | P03951 | purified FXIa, Boc-Glu-Ala-Arg-AMC fluorogenic substrate | inhibition, % at 5 µM | hit rate 0.14% among 220,000;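 active = inhibition of at least 40%; inactive = inhibition below 40%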;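 also: fluorescence of freed AMC excited at 355 nm; 0% = enzyme without compound and 100% = no enzyme blank; many of its hits are not listed in these tables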
* = called active by the depositor; / = not tested or not shown; [ ] = another dose, or the depositor's remark.

#1 CC(=O)OCC(=O)[C@@]1(OC(C)=O)[C@@H](C)C[C@H]2[C@@H]3C[C@H](F)C4=CC(=O)C=C[C@]4(C)[C@@]3(F)[C@@H](O)C[C@@]21C
#2 CSc1nnc2c3c4c(sc3c(=O)n(-c3ccccc3)n12)CC(C)(C)OC4
#3 Cc1cccc(NC(=O)CSc2ccc(-c3ccco3)nn2)c1C
#4 C#CCn1c(=O)cc(C)c2ccccc21
#5 COc1cc(NC(=S)N2CCCC(C)C2)c(OC)cc1Cl (stereo not drawn)

Compound,1,2,3,4,5
PERK inhibitor,-0.8,-0.3,-0.1,0.7,0.8
hK5 inh,-10,-24,-4,-3,2
thrombin 1536,0,3,-5,-5,-9
Furin inhibitor,-12,-22,-19,-8,-15
Wee1 stabilizer,1,-3,1,-2,-1
p97 inhibitor,2,-3,1,2,3
KCC2 mod,0.85,-0.72,-0.74,0.33,1.4
FXIIa inh 1536,11,15,7,3,6
FXIa inh 1536,3,7,2,-4,3

#6 CCn1cc(S(=O)(=O)CC(=O)Nc2ccc(C)cc2)c2ccccc21
#7 Clc1ccccc1-c1nnc(-c2ccc3c(c2)OCO3)o1
#8 Cc1ccc(-c2cc(-c3ccccc3)c3c(N)c(S(C)(=O)=O)sc3n2)cc1
#9 NS(=O)(=O)c1ccc(CNC(=O)/C=C/c2ccccc2[N+](=O)[O-])cc1
#10 c1ccc(Oc2ncnc3sccc23)cc1

Compound,6,7,8,9,10
PERK inhibitor,-1.1,0.4,0.8,0.2,1.8
hK5 inh,-4,-5,-34,-5,19
thrombin 1536,-9,-10,-4,-9,0
Furin inhibitor,-18,-16,-5[20 µM],-6,-26
Wee1 stabilizer,-1,4,3,0,3
p97 inhibitor,2,0,1,-1,1
KCC2 mod,-0.63,-2.3,/,1.8,-0.065
FXIIa inh 1536,2,2,4,7,5
FXIa inh 1536,-5,-6,2,-1,1

#11 CCOc1ncccc1C(=O)OCC(=O)c1ccc(F)cc1
#12 CCc1nc2ccccc2c(C(=O)OCC(=O)NCc2ccco2)c1C
#13 Cc1occc1C(=O)NNC(=O)c1ccc(Br)o1
#14 Clc1ccc(COc2cccc(CNCc3ccncc3)c2)cc1
#15 Cc1ccc(C(=O)NCC(=O)NCC(=O)OCc2ccc(F)cc2)cc1

Compound,11,12,13,14,15
PERK inhibitor,0.8,-0.9,0.7,-0.4,0.9
hK5 inh,0,-8,-7,/,-3
thrombin 1536,-8,-7,-9,-4,-4
Furin inhibitor,-24,-16,-30,-11,-12
Wee1 stabilizer,1,-1,1,-2,-2
p97 inhibitor,2,3,3,-7,-1
KCC2 mod,-0.024,/,-0.14,-1,-1.5
FXIIa inh 1536,5,-7,/,5,9
FXIa inh 1536,-4,-10,-7,-3,-5

#16 CC(=O)c1ccc(N2CCN(C(=S)NCc3ccco3)CC2)cc1
#17 COc1ccc([C@H]2[C@H](C(=O)OC(C)(C)C)N3N=Cc4ccccc4C3C23C(=O)c2ccccc2C3=O)cc1OC (stereo partly drawn)
#18 COc1cc(-c2nnc(Cn3cc(C(F)(F)F)ccc3=O)o2)cc(OC)c1OC
#19 O=C(CC(c1ccccc1)(c1ccccc1)c1ccccc1)N[C@@H](Cc1ccc(O)cc1)C(=O)O
#20 O=C(CCNC(=O)c1ccccc1)N/N=C/c1ccc([N+](=O)[O-])cc1

Compound,16,17,18,19,20
PERK inhibitor,0.2,-0.9,-0.2,1.5,0.3
hK5 inh,-3,-5,6,1,0
thrombin 1536,0,0,-3,1,0
Furin inhibitor,-15,-10,-24,-32,-8
Wee1 stabilizer,1,0,-5,-1,-1
p97 inhibitor,4,-2,5,6,3
KCC2 mod,/,-0.6,0.41,-0.00082,-0.046
FXIIa inh 1536,5,6,5,12,10
FXIa inh 1536,-9,-7,-6,2,-4

5 entries from above, with two lines to a compound.
Each structure is followed by: PERK inhibitor	hK5 inh	thrombin 1536	Furin inhibitor	Wee1 stabilizer	p97 inhibitor	KCC2 mod	FXIIa inh 1536	FXIa inh 1536
(16) CC(=O)c1ccc(N2CCN(C(=S)NCc3ccco3)CC2)cc1
 : 0.2	-3	0	-15	1	4	/	5	-9
(17) COc1ccc([C@H]2[C@H](C(=O)OC(C)(C)C)N3N=Cc4ccccc4C3C23C(=O)c2ccccc2C3=O)cc1OC (stereo partly drawn)
 : -0.9	-5	0	-10	0	-2	-0.6	6	-7
(18) COc1cc(-c2nnc(Cn3cc(C(F)(F)F)ccc3=O)o2)cc(OC)c1OC
 : -0.2	6	-3	-24	-5	5	0.41	5	-6
(19) O=C(CC(c1ccccc1)(c1ccccc1)c1ccccc1)N[C@@H](Cc1ccc(O)cc1)C(=O)O
 : 1.5	1	1	-32	-1	6	-0.00082	12	2
(20) O=C(CCNC(=O)c1ccccc1)N/N=C/c1ccc([N+](=O)[O-])cc1
 : 0.3	0	0	-8	-1	3	-0.046	10	-4

Later entries.
#21 CN(C)S(=O)(=O)c1ccc(C(=O)OCCCN=C2NS(=O)(=O)c3ccccc32)cc1
#22 O=S(=O)(CCc1nc2ccccc2o1)c1ccc(Cl)c(Cl)c1
#23 CCOc1ccc(CNC(=O)c2ccc(Sc3ccc(Cl)cc3)c(NC(C)=O)c2)cc1OC
#24 CN(C)CCC(=O)c1ccc(F)cc1
#25 CCOc1ccccc1N1CC(C(=O)Nc2nccs2)CC1=O (stereo not drawn)

Compound,21,22,23,24,25
PERK inhibitor,0.0,1.6,-0.6,-1.4,0.2
hK5 inh,-3,-14,13,-3,-25
thrombin 1536,-1,0,-2,-4,-6
Furin inhibitor,-25,-28,-23,-14,-9
Wee1 stabilizer,-2,1,0,7,-1
p97 inhibitor,-3,-4,3,2,2
KCC2 mod,/,0.28,-0.13,1.5,-0.14
FXIIa inh 1536,14,16,11,2,-6
FXIa inh 1536,6,7,-1,-5,-4

#26 CCC(C)(C(=O)NC1CCCCC1)N(Cc1ccco1)C(=O)Cc1cccs1 (stereo not drawn)
#27 CC(C)(C)C(=O)/C=c1\[nH]c(=O)/c(=C\c2ccc(F)cc2)s1
#28 O=C1Nc2cc(Cl)c(Cl)cc2N(O)N1c1ccc(Cl)c(Cl)c1
#29 COc1ccc(CC(C)N2CCN(c3ccccc3OC)CC2)cc1OC (stereo not drawn)
#30 Cc1nn(Cc2c(F)c(F)c(F)c(F)c2F)c(C)c1NC(=O)c1cccc(COc2ccccc2Cl)c1

Compound,26,27,28,29,30
PERK inhibitor,-0.2,-1.4,0.2,-0.4,1.3
hK5 inh,-13,7,5,-27,-13
thrombin 1536,-5,-3,5,0,4
Furin inhibitor,-9[20 µM],-13[20 µM],-14[20 µM],-24,-16[20 µM]
Wee1 stabilizer,8,2,3,-4,15*
p97 inhibitor,-6,-2,0,-2,1
KCC2 mod,-0.78,/,-1.9,0.63,0.6
FXIIa inh 1536,2,10,8,1,14
FXIa inh 1536,-4,0,4,5,5

#31 CCOC(=O)c1ccccc1NC(=O)c1n[nH]c(=O)c2ccccc12
#32 Cc1cc(C)cc(NC(=O)CCC(=O)Nc2nnc(C(F)(F)F)s2)c1
#33 CCCc1cc(=O)[nH]c(SCC(=O)N2CCN(c3ccccc3)CC2)n1
#34 CCOC(=O)C1=C(Nc2ccc(Br)cc2)CC(C)(O)C(C(=O)OCC)C1c1ccccc1 (stereo not drawn)
#35 C/C(CC(=O)NCc1ccco1)=N\NC(=O)CC#N

Compound,31,32,33,34,35
PERK inhibitor,1.4,-0.3,-0.8,-0.5,0.9
hK5 inh,-17,3,1,-12,-6
thrombin 1536,-5,10,-4,-20,-1
Furin inhibitor,1,-21,-10[20 µM],-16[20 µM],-26
Wee1 stabilizer,1,-2,-1,-3,0
p97 inhibitor,-4,1,4,1,6
KCC2 mod,1.4,-0.78,/,-1.1,-0.41
FXIIa inh 1536,9,11,-5,5,10
FXIa inh 1536,-1,2,9,-6,-2

#36 c1ccc(-c2csc(-c3cccnc3)n2)cc1
#37 Cc1ccccc1OCc1nc2c3cnn(C)c3ncn2n1
#38 COC(=O)Nc1c(C)nn(Cc2ccccc2C)c1C
#39 Cc1cccc(Nc2ncnc3ccc(Br)cc23)c1
#40 Cc1c(N2C(=O)CSC2=S)c(=O)n(-c2ccccc2)n1C

Compound,36,37,38,39,40
PERK inhibitor,-0.1,0.1,0.2,-0.8,0.5
hK5 inh,-2,4,-29,5,-4
thrombin 1536,-13,0,-9,-4,6
Furin inhibitor,-31,-14[20 µM],4[20 µM],0,-16
Wee1 stabilizer,-2,1,-1,-2,0
p97 inhibitor,3,3,-3,-3,2
KCC2 mod,-2.3,-1,0.85,-0.64,0.35
FXIIa inh 1536,5,9,4,8,7
FXIa inh 1536,-4,4,4,2,-1

#41 CC(C)(C)C1c2[nH]c3ccccc3c2CCN1CCCn1cccn1 (stereo not drawn)
#42 CCOC(=O)N1CCN(C(=O)Cn2ccc3c(OC)cccc3c2=O)CC1
#43 COc1ccc(CC2CCOC2=O)cc1 (stereo not drawn)
#44 COc1ccc(-c2n(CC(=O)OC3CC(C)CCC3C(C)C)c3ccccc3[n+]2C)cc1 (stereo not drawn)
#45 O=C(COC(=O)C12CC3CC(CC(C3)C1)C2)Nc1nccs1

Compound,41,42,43,44,45
PERK inhibitor,0.4,0.1,0.6,1.0,0.8
hK5 inh,/,7,-17,0,-8
thrombin 1536,14,-2,-5,10,-4
Furin inhibitor,-17,-3,-19,-31,-7
Wee1 stabilizer,1,0,-2,-2,5
p97 inhibitor,1,-6,2,8,2
KCC2 mod,-0.91,-0.43,0.077,-0.41,-1.1
FXIIa inh 1536,14,6,7,4,-4
FXIa inh 1536,11,2,2,-1,-6

#46 CC(C)(C)NC(=O)Cn1nnc(-c2ccc(Cl)cc2)n1
#47 COc1cc(OC)cc(-c2nnc(SCC(=O)Nc3cccc(C(=O)O)c3)s2)c1
#48 CC(=O)NNC(=S)NC(=O)C(c1ccccc1)c1ccccc1
#49 Cc1noc(C)c1COc1cccc(C(=O)NC(C)(C)C)c1
#50 O=C(Nc1ccc(S(=O)(=O)N2CCCC2)cc1Cl)C1=COCCO1

Compound,46,47,48,49,50
PERK inhibitor,-0.4,-0.4,0.0,-0.7,0.5
hK5 inh,7,-5,-17,0,-14
thrombin 1536,2,-2,-14,-8,-14
Furin inhibitor,-28,-14,-6,-21,-30
Wee1 stabilizer,4,0,-2,-1,-1
p97 inhibitor,4,0,2,-2,0
KCC2 mod,0.039,-0.2,-1.4,-0.019,0.011
FXIIa inh 1536,13,0,-3,2,10
FXIa inh 1536,-15,-4,-6,-3,-8

#51 COc1ccccc1-c1nn2c(-c3ccco3)nnc2s1
#52 Cc1nn(C)cc1CN(C)C(=O)c1nn2c(c1Cl)NC(c1cccs1)CC2C(F)(F)F (stereo not drawn)
#53 Nn1c(SCC(=O)Nc2ccc3c(c2)OCO3)nnc1C1CCCCC1
#54 COCCOC(=O)C1=C(N)OC2=C(C(=O)CC(C)(C)C2)C1c1cccnc1 (stereo not drawn)
#55 Clc1ccc2nc(CSc3ccccc3)cn2c1
#56 O=C(CSc1nnc(NC(=O)c2ccco2)s1)Nc1ccc(F)cc1
#57 COc1cc(Cl)nn(-c2ccccc2)c1=O

Compound,51,52,53,54,55,56,57
PERK inhibitor,-0.9,-0.9,0.3,0.9,-0.4,-0.4,0.5
hK5 inh,18,-26,-1,-28,5,-6,-7
thrombin 1536,-5,-1,-1,-7,0,-2,-5
Furin inhibitor,-19,-15,0[20 µM],12[20 µM],-1,-23,-21
Wee1 stabilizer,6,-4,-3,-3,0,1,1
p97 inhibitor,-3,-1,4,4,-2,2,6
KCC2 mod,-2.8,-0.45,0.015,/,-1,-0.058,0.86
FXIIa inh 1536,6,7,-12,-8,7,5,6
FXIa inh 1536,-2,2,-6,2,0,-6,5
